Bioassay records (PubChem BioAssay)
IDE act = boosts human insulin-degrading enzyme activity in HEK cells; AID 493087; activation, % at 5.96 µM; 340,000 tested, 0.073% active; FAbeta-B cleavage, fluorescence polarization; 0% vehicle, 100% cell-free pure enzyme wells; P14735;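 active = activation above the mean of all tested compounds plus 3 SD, set per screening campaign, cut at about 17% in these data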
VIM-2 inh = inhibitors of Pseudomonas aeruginosa VIM-2 metallo-beta-lactamase; purified VIM-2, nitrocefin hydrolysis, epi-absorbance fluorescence; inhibition, % at 5.6 µM; 290,000 tested, 0.89% active; AID 1527;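 active = inhibition above the mean of all tested compounds plus 3 SD, cutoff set per screening run, cut at about 7.5% in these data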;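 also: red hydrolysis product quenches plate fluorescence so inhibitors raise well fluorescence; 0% = enzyme with DMSO and 100% = DMSO without enzyme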
pCIP destab = p/CIP protein destabilization | decrease of EGFP signal, % at 10 µM | Q05BA5 | F442A p/CIP-EGFP cells, EGFP fluorescence, 16 h | 290,000 tested, 0.01% active | AID 1984;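 active = EGFP signal decrease of at least 30% at 10 µM or well 3 SD below plate mean, unless failing retest; inactive = the rest, including hits failing retest or dose response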; also: some compounds called inactive have numbers as strong as hits; many of its hits are not listed in these tables
PfM18AAP inh = blocks P. falciparum M18 aspartyl aminopeptidase; inhibition, % at 7.35 µM; recombinant PfM18AAP, H-Glu-NHMec fluorogenic cleavage; 290,000 tested, 1.2% active; AID 1822;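 active = inhibition above the campaign mean inhibition over all tested compounds plus 3 SD, cut at about 28% in these data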;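 also: 0% = plate median of test compound wells and 100% = 2 mM ZnCl2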
SUMO HTRF inh = inhibitors of human SUMOylation (UBC9) | AID 2006 | inhibition, % at 35 µM | P63279 | HTRF SUMOylation assay, SAE1/SAE2 + UBC9, in vitro | 290,000 tested, 0.36% active; in the data active = inhibition above about 50%, passing the limit was not always enough; also: strong numbers were not always called active
Target sequence (P63279 whole entry, looked up): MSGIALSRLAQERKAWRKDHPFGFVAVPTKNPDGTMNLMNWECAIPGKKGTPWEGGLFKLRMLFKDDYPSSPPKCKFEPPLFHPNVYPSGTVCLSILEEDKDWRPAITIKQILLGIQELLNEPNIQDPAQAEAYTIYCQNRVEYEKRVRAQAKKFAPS
IDE inh = inhibitors of human insulin-degrading enzyme in cells | inhibition, % at 5.59 µM | 320,000 tested, 0.41% active | P14735 | HEK cells, FAbetaB cleavage, fluorescence polarization;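 active = percent inhibition above the average of all tested compounds plus 3 SD, set per screening campaign, cut at about 16% in these data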;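 also: IDE supplied by intact live HEK cells; FP after avidin binding of uncleaved biotin substrate so inhibition keeps polarization high; 0% = DMSO wells and 100% = 60 µM reference IDE inhibitor Ii1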
HCV NS3 hel inh = HCV NS3 helicase inhibition | NS3 helicase DNA unwinding, Cy5 molecular beacon fluorescence | inhibition, % at 10.9 µM | 290,000 tested, 0.56% active;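 active = inhibition above the mean of all tested compounds plus 3 SD, set per campaign, cut at about 35% in these data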;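 also: 0% = DMSO wells and 100% = thioflavine S control wells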
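Assay system – hepatitis C virus NS3 helicase domain fragment enzyme · Buffer or medium – MOPS pH 6.5, MgCl2, DTT, Tween20, BSA · Reagent – Cy5/quencher beacon DNA duplex and ATP to start · Compound – single 10.9 µM dose · Timing – 1 h at 25 °C · Technique – Cy5 beacon fluorescence read at start and 1 h · Measure – % inhibition of unwinding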
FID counter = fluorescent intercalator displacement, NS3 helicase counter-screen; DNA fluorescent intercalator displacement, fluorescence; AID 1845; 290,000 tested, 0.17% active; inhibition, % at 7.9 µM; in the data active = inhibition above about 37%;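 also: 0% = vehicle and 100% = reference compound; higher means more ethidium bromide displaced from hairpin DNA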
IMP-1 inh = inhibitors of Pseudomonas aeruginosa IMP-1 metallo-beta-lactamase; purified IMP-1, nitrocefin hydrolysis, epi-absorbance fluorescence; inhibition, % at 5.6 µM; 290,000 tested, 0.45% active;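 active = inhibition above the mean plus 3 SD of all compounds in the same screening run, cut at about 4.5% in these data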;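 also: 0% = IMP-1 with DMSO and 100% = DMSO wells lacking enzyme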
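System: purified IMP-1; amount: IMP-1 0.2 nM before substrate addition; compound: single dose, 5.6 µM; times: 25 °C, 15 min preincubation, 25 min reaction; signal: Epi-absorbance via hydrolysed-nitrocefin quenching of white-plate fluorescence, 480/530 nm, EDTA stop; benchmarks: DMSO with and without IMP-1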
The depositor's hits bear a star; x = not tested or not shown. Hits appear at their usual frequency. About 3.6% of those tested had a hit in this group.

SMILES	IDE act	VIM-2 inh	pCIP destab	PfM18AAP inh	SUMO HTRF inh	IDE inh	HCV NS3 hel inh	FID counter	IMP-1 inh
O=C(c1cccc(F)c1)N1CCN(c2ccc([N+](=O)[O-])c(N3CCOCC3)c2)CC1	3	-1.2	-15	3	10	1	-7	-24	-1.8
CCCS(=O)(=O)n1nc(-c2ccc(C)cc2)cc1N	0	-3.3	9	1	-6	-2	4	-3	-2.2
c1ccc(Cc2nn3c(-c4ccncc4)nnc3s2)cc1	0	1.1	-5	-5	2	-3	-4	-5	0.2
COc1ccc(Cc2nc(-c3cccnc3)no2)cc1OC	2	-1.5	3	5	-3	-3	7	-9	-3.8
O=C(COc1ccc(Cl)cc1Cl)Nc1ccc(C(=O)Nc2ccccc2C(=O)O)cc1	3	3.0	2	-11	59*	-3	-15	0	0.3
CCCC(=O)N1CCN(c2nnc(-c3ccccc3)c3ccccc23)CC1	5	-1.2	2	-25	4	-4	-2	-28	-1.3
CC(=O)N1CCc2cc(Br)cc(S(=O)(=O)NCCCN3CCCC(C)C3)c21 (stereo not given)	4	-2.0	7	-5	7	-7	-2	9	-2.5
O=C(c1ccc(S(=O)(=O)N2CCOCC2)cc1)N(Cc1ccco1)Cc1cccs1	5	-2.1	-4	4	-15	3	-8	-20	-3.0
O=C(NC1=NCCS1)c1cccc(S(=O)(=O)N2CCc3ccccc32)c1	1	-3.1	-8	3	9	-7	-7	-11	-2.1
COc1cccc(C2SCC(=O)N2c2ccc(Cl)cc2)c1OC (stereo not given)	-3	-4.0	-8	-4	4	8	-4	-17	-3.4
C=CCn1c(CNC(=O)c2cccs2)nnc1SCC(=O)Nc1ccc(C(=O)O)cc1	5	-3.0	3	7	0	1	-4	-9	1.0
CCN(CC(=O)Nc1ccccc1C(F)(F)F)C(=O)c1ccc(=O)n(Cc2ccccc2)n1	5	-0.4	-1	-11	0	-2	-12	-27	-1.3

SUMO HTRF inh, entries above that show a hit
canonical_smiles | IDE act | VIM-2 inh | pCIP destab | PfM18AAP inh | SUMO HTRF inh | IDE inh | HCV NS3 hel inh | IMP-1 inh
O=C(COc1ccc(Cl)cc1Cl)Nc1ccc(C(=O)Nc2ccccc2C(=O)O)cc1 | 3 | 3.0 | 2 | -11 | 59* | -3 | -15 | 0.3

Remaining list, next part.
SMILES	IDE act	VIM-2 inh	pCIP destab	PfM18AAP inh	SUMO HTRF inh	IDE inh	HCV NS3 hel inh	FID counter	IMP-1 inh
Cc1onc(-c2c(F)cccc2Cl)c1C(=O)Nc1sc2c(c1C(N)=O)CCC2	5	-3.5	-8	0	-9	1	-2	0	-1.6
CCN1CCN(c2nc3ccccn3c(=O)c2C=O)CC1	2	1.1	-8	3	9	2	-1	-2	-3.5
Cc1onc(-c2ccccc2)c1C(=O)N1CCOC12CCN(c1cccc(F)n1)CC2	-1	-2.2	-2	-3	4	6	3	-10	-2.1
Cc1cccc2[nH]c(CN(C)C(=O)C3CCC(=O)N(CCc4ccccc4)C3)nc12 (stereo not given)	-2	-0.5	-4	-10	1	2	0	-18	-1.0
COCCNC(=O)CCn1nc(-c2ccc(Cl)cc2)ccc1=O	-4	-3.2	-16	-6	19	3	0	-3	-1.5
O=C(NCCS(=O)(=O)N1CCN(c2ccccc2F)CC1)c1cccc(Br)c1	2	-1.7	-1	5	4	3	-4	-39	-5.6
Cc1ccccc1-c1nsc(SCC(=O)c2ccc(Cl)cc2)n1	3	-2.1	-10	-2	-2	-1	4	0	-2.2
Cc1cc(C)cc(C(=O)N[C@@H](C)C(=O)N2CCC3(CC2)NCCc2[nH]cnc23)c1	7	0.1	-6	-6	x	3	5	4	-0.9
Cc1c(NC(=O)c2cc3c(s2)-c2ccccc2OC3)cccc1[N+](=O)[O-]	-9	-1.8	0	-1	6	27*	-6	3	-2.7
Cc1cc(C)cc(NC(=O)CSc2nc3ccccc3nc2N2CCCCC2)c1	7	-0.2	-3	-7	-10	10	3	-15	-1.4
COc1cc(Cl)c(C)cc1NC(=O)CC1CCCC1	1	-2.1	7	7	-13	0	-3	-22	-3.1
CCN(CC(=O)Nc1cccc(F)c1)Cc1nc2ccccc2c(=O)[nH]1	0	-4.3	-2	-2	8	7	-14	-2	-2.8
CCn1cc(CCC(=O)NC(C)c2ccccc2)c2ccccc21 (stereo not given)	-2	-0.4	-7	2	-9	5	-5	-20	-2.6
Cc1ccc(NC(=O)CC(=O)NCCN2CCOCC2)cc1	3	-1.8	-2	1	-8	-1	4	-4	0.8
COc1ccc(CCNC(=S)NC2CCN(Cc3ccccc3)CC2)cc1	4	-2.8	10	-2	-6	4	-15	12	-2.7
Cc1ccc(S(=O)(=O)N(C)C)cc1NC(=S)N1CCCCC1CO (stereo not given)	2	1.4	14	24	0	3	-4	-15	0.0
CSC1=NCCN1S(=O)(=O)c1ccc(NC(C)=O)cc1	3	-0.1	-17	-16	-7	5	3	-2	-0.8
O=C(Cc1cccs1)N1CCN(c2ccc([N+](=O)[O-])cc2)CC1	4	-1.6	-3	-4	11	-2	1	-13	-1.9
FC(F)(F)c1ccncc1-c1nnnn1-c1ccc(Cl)cc1	4	0.3	-8	3	-1	6	3	-4	1.9
Clc1ccc(/C=N/Nc2nc(Cl)nc3ccccc23)cc1	1	-3.4	-1	20	6	-3	-16	-1	-2.3
CSCCC(NS(=O)(=O)c1ccc(Cl)cc1)C(=O)OCC(=O)c1c(C)[nH]c2ccccc12 (stereo not given)	1	-0.8	-5	-14	-12	-1	-19	-20	-0.7
COc1ccc(N2CCN(C(=O)CN3CCN(C(c4ccccc4)c4ccccc4)CC3)CC2)cc1	1	-3.1	2	-3	3	5	-26	3	-4.8
Cc1ccc([N+](=O)[O-])cc1S(=O)(=O)Nc1ccc(N2CCOCC2)cc1	10	1.3	-3	6	1	-3	-10	4	-0.7
O=[N+]([O-])c1ccc(Oc2ccc(/C=N/O)cc2)nc1	-1	-6.2	-3	1	-2	6	5	2	-3.5
CCC1CCCCN1C(=S)NC(=O)c1cc(S(=O)(=O)N2CCOCC2)ccc1C (stereo not given)	1	-1.2	-7	-10	18	-4	0	-23	-4.3
CC(=O)Nc1cc(NC(C)=O)ncn1	3	-1.8	0	-11	10	-6	-9	-4	0.2
CCc1ccc(C(=O)NNC(=O)c2ccc3c(=O)n4c(nc3c2)CCC4)cc1	5	-1.7	-8	3	2	0	2	-13	-4.8
COc1ccc(C/C(N)=N/OC(=O)c2ccc(Cl)cc2)cc1	-1	-1.3	8	-9	-24	6	-8	-6	-2.5
CCCOc1ccc(C2C(C(=O)c3ccc(C)o3)=C(O)C(=O)N2CCN2CCOCC2)cc1OC (stereo not given)	1	-0.7	12	6	-1	4	-3	-13	-3.1
COc1ccc(C2NC(=O)c3ccccc3O2)cc1 (stereo not given)	5	-1.5	-2	0	-14	1	-4	-6	-2.7
Cc1c(CNCCc2ccc(Cl)cc2)c(C(=O)O)c(C)n1-c1ccccc1	-2	-3.5	-3	9	9	x	7	-22	-3.0
O=S(=O)(c1cccc(C(F)(F)F)c1)N1CCN(C(=S)NC2CC2)CC1	5	-0.2	-6	-11	3	2	-9	-10	-1.7
O=C(NC(=S)N1CCCC(C(F)(F)F)C1)c1ccc(F)cc1 (stereo not given)	4	-3.1	-3	6	16	7	0	-14	-3.0
CCCNC(=O)Cn1c(=O)n(C)c2ccccc21	2	-0.9	10	-10	10	-2	11	0	-1.9
CCOc1ccc(NC(=O)c2nsc(Cl)c2Cl)cc1	-1	-2.9	-7	-10	14	-7	-6	-3	-1.8
CC(=O)Nc1ccc(S(=O)(=O)N2CCC(NC(=O)C(Cc3cccc(F)c3)NC(C)=O)CC2)cc1 (stereo not given)	2	-0.6	-4	-6	13	0	-8	-11	-0.8

Some values from the results shown.
COc1ccc(C/C(N)=N/OC(=O)c2ccc(Cl)cc2)cc1 in PfM18AAP inh is entered as -9
COc1ccc(C2NC(=O)c3ccccc3O2)cc1 (stereo not given) in IDE act is entered as 5

Next results follow:
SMILES	IDE act	VIM-2 inh	pCIP destab	PfM18AAP inh	SUMO HTRF inh	IDE inh	HCV NS3 hel inh	FID counter	IMP-1 inh
Cc1ccc2nc3cc([N+](=O)[O-])cc([N+](=O)[O-])c3cc2c1	-4	-0.7	-16	3	14	x	12	-1	0.1
Cc1cc(C)nc(N2CCC(C(=O)NNC(=O)c3ccc(Cl)cc3)CC2)n1	4	-0.8	3	-1	1	5	3	-7	-1.9
COc1c(Br)cc([N+](=O)[O-])c(OC)c1C(=O)NC(=O)Nc1cc(Cl)cc(Cl)c1	-3	-2.0	-13	-11	14	4	-5	-3	-3.2
O=C(Nc1cccc2ccccc12)N1CCCN(c2c(Cl)cncc2Cl)CC1	1	-2.0	-13	-6	25	6	-3	-17	-1.5
COc1cc(CN2CCNC(=O)C2CC(=O)N2CCCN(C(C)=O)CC2)cc(OC)c1 (stereo not given)	3	-1.7	-26	1	11	-3	2	-10	-1.4
COC(=O)c1c(C)noc1-c1snnc1C	x	-0.9	-11	3	6	-6	-4	-2	-1.4
Cc1cccc(Cn2c(=O)oc3ccc(C)cc32)c1	-2	-2.4	-6	4	5	-2	0	-11	-2.2
COc1cccc(CC(=O)Nc2sc3c(c2C(N)=O)CCCC3)c1	0	-1.6	-6	7	-10	-1	7	-14	-2.4
CCOc1ccc(N(CC(=O)NC2CCCCC2)C(=O)Cn2nnc(-c3ccc(C)o3)n2)cc1	-1	-5.4	9	-3	-6	x	-5	-36	-2.2
CC1CC(C)CN(c2cc3c(cc2[N+](=O)[O-])C(=O)N(c2ccccc2)C3=O)C1 (stereo not given)	4	-0.2	-5	-5	7	-4	4	-5	1.1
CCOC(=O)C1(Cc2ccccc2)CCN(Cc2cn(CC(=O)OC)c3ccccc23)CC1	-2	2.8	-15	13	10	4	-49	31	0.4
CCOC(=O)C(=O)N1CCN(c2nc(-c3ccc(Cl)cc3)cs2)CC1	-8	1.2	-3	4	-17	8	-6	-30	-2.2
CC(C)Cc1cc(CNC(=O)C2CCC(=O)N(CCc3cccc(F)c3)C2)on1 (stereo not given)	2	2.0	-14	0	4	2	2	-27	1.5
CC(=O)c1ccc(NS(=O)(=O)c2c(C)cc(C)cc2C)cc1	7	-0.3	-1	-7	-7	5	-2	-6	-0.7
COc1ccc(NC(=O)/C(C#N)=C/c2ccc(OCc3ccccc3F)cc2)cc1	4	-3.4	-7	-3	2	1	11	-6	-3.7
Cc1cc(N2CCOCC2)cc(C)[n+]1[O-]	7	-6.2	-2	-3	16	-1	3	-3	-3.8
O=C(N/N=C/c1coc2ccccc2c1=O)c1cc(Br)c(O)c(Br)c1	-1	-3.2	-7	20	2	x	6	-5	2.8
COc1cccc(C2CCCN2Cc2nc(CCC(C)C)no2)c1 (stereo not given)	7	-0.9	2	-3	-8	10	-4	-6	-0.9
Cc1ccc(N(CC(=O)NCCc2ccc(F)cc2)S(=O)(=O)c2ccc(Cl)c([N+](=O)[O-])c2)c(C)c1	5	-0.5	-9	-8	-15	6	-2	-16	-1.1
CN(C)/C=N/c1ncc(C(=O)c2ccc(Cl)cc2)s1	2	0.9	-1	-13	5	2	-2	-2	-3.3
